Screens as filed in PubChem.
SRC2 TRFRET art – TR-FRET artefact, counter-screen to PPARgamma/SRC-2 agonist assay; hits give high values; TR-FRET ratio at 8 µM; actives 0.4% (n = 200,000); in the data active = TR-FRET ratio above about 2000; also: inactives centre near 1500
STAT1 blocker – reduces IFN-gamma driven STAT1 reporter signal | NIH 3T3 STAT1-luciferase reporter, luminescence | inhibition, % at 5.5 µM | actives 0.35% (n = 200,000);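 active = inhibition above a set limit, the mean inhibition across all tested compounds plus 3 SD, cut at about 34% in these data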;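 also: 0% = IFN-gamma with DMSO and 100% = IFN-gamma with 300 µM nifuroxazide; values of inactives mirror those of a sister screen read the other way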
PPARg SRC3 recr – agonists of human PPARgamma SRC-3 coactivator recruitment | biochemical PPARgamma/SRC-3 coactivator recruitment assay | activation, % at 8 µM | AID 731 | actives 0.26% (n = 200,000) | P37231; in the data active = activation above about 23%;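 also: 0% = DMSO and 100% = reference agonist; some compounds past the cut are filed as inactive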
S1P3 antag – S1P3 (human) receptor antagonism | Q99500 | CHO S1P3 NFAT-BLA reporter, FRET fluorescence, antagonist mode | inhibition, % at 4.98 µM | actives 0.27% (n = 170,000) | AID 485;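 active = inhibition above the plate cutoff, the mean inhibition of test wells on that plate plus 3 SD, cut at about 28% in these data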;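 also: cells challenged with S1P at its EC80 of 0.8 µM; blue over green emission ratio from cleaved BLA substrate after 4 h stimulation; 0% = S1P-stimulated wells and 100% = unstimulated DMSO-only wells; some compounds past the cut are filed as inactive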
RAM network inh – yeast RAM network inhibition; S. cerevisiae dse1pr::URA3 reporter, 5-FOA growth OD615, 2 d; analog-sensitive cbk1-as2 kinase mutant strain; actives 1.8% (n = 190,000); inhibition, % at 50 µM;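 active = inhibition above a set limit, 3 SD over mean compound inhibition, cut at about 8.4% in these data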;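 also: 0% = DMSO-only wells with no growth and 100% = 10 µM 1-NA-PP1 full growth; inhibition rescues growth on 5-FOA so higher OD means more RAM inhibition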
STAT3 blocker – reduces IL-6 driven STAT3 reporter signal. U3A cells, IL-6 STAT3-luciferase reporter, luminescence; host cell line lacks STAT1. inhibition, % at 5.5 µM. actives 0.89% (n = 190,000);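 active = inhibition above the mean inhibition across all screened compounds plus 3 SD, cut at about 44% in these data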;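 also: 0% = DMSO only wells and 100% = 100 µM nifuroxazide control wells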
TLR4 MyD88 comp – inhibitors of human TLR4-MyD88 binding; O00206+Q99836; HeLa CL3-4 TLR4/MyD88 BLA complementation, FRET ratio; inhibition, % at 8.4 µM; actives 0.18% (n = 200,000); in the data active = inhibition above about 25%;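 also: 0% = vehicle and 100% = reference inhibitor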
Target sequence (O00206 whole entry, looked up): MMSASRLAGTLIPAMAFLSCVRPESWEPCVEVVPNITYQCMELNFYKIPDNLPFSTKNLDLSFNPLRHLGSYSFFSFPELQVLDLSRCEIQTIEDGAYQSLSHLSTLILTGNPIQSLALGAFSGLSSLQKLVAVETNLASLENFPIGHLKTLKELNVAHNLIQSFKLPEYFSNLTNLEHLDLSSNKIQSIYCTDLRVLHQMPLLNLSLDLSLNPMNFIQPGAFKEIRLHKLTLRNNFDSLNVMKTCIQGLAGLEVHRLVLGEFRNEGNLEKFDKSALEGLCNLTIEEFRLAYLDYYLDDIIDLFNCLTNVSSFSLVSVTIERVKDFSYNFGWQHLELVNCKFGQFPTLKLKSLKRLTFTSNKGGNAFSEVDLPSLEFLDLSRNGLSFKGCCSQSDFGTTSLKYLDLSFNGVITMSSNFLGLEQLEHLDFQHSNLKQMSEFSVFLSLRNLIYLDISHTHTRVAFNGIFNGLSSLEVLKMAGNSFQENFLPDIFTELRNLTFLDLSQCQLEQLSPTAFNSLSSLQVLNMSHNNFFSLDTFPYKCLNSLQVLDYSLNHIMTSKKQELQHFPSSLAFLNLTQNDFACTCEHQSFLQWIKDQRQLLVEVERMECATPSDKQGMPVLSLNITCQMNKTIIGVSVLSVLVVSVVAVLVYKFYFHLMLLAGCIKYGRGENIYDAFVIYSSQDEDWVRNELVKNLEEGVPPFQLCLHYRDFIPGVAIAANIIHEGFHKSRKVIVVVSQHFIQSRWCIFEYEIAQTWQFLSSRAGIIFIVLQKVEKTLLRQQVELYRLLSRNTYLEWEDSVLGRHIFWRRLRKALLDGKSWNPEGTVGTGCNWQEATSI
Target sequence (Q99836 whole entry, looked up): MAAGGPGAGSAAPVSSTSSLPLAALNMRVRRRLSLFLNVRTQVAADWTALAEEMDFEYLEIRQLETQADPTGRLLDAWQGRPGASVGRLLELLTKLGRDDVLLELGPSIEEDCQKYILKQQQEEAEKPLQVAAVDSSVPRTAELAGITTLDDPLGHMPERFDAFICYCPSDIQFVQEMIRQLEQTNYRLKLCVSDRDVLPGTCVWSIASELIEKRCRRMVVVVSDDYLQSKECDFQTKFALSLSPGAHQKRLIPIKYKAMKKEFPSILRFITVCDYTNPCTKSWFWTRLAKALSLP
PPARg SRC-1 ag – promotes SRC-1 coactivator recruitment by human PPARgamma | P37231 | PPARgamma-SRC-1 coactivator recruitment biochemical assay | activation, % at 8 µM | actives 0.41% (n = 200,000) | AID 631; in the data active = activation above about 19%;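 also: 0% = DMSO and 100% = reference agonist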
STAT3 act – increases IL-6 driven STAT3 reporter signal; U3A cells, IL-6 STAT3-luciferase reporter, luminescence; 100% = signal with IL-6 EC80 alone; activation (% of control), % at 5.6 µM; actives 0.91% (n = 190,000); AID 871;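 active = activation above the screen-wide mean of compound activation plus 3 SD, cut at about 130% in these data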;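 also: 0% = background luminescence of wells with medium and substrate only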
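Test system: Human STAT1-deficient U3A cells with stable STAT3-luciferase reporter | Also added: Interleukin-6, 33 ng/mL | Timing: Compound pre-incubation 1 h before IL-6, then 6 h stimulation at 37 °C | Technique: Luciferase reporter luminescence | Read-out: Percent of IL-6-only median luminescence | Benchmarks: IL-6-only wells as 100% reference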
ROMK mod – modulates human ROMK potassium channel activity. P48048. Tet-inducible ROMK, thallium flux fluorescence; actives lie on both sides. B-score at 10 µM. actives 2% (n = 130,000);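 active = signal ratio slope over the read window, or its plate-corrected B-score, at least 3 SD from the plate mean, either direction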;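 also: B-score of the F/F0 ratio slope over 7 to 12 s after thallium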
PPARg SRC-2 ag – agonists of SRC-2 recruitment by human PPARgamma | PPARgamma LBD-SRC-2 recruitment, biochemical | P37231 | activation, % at 8 µM | actives 0.34% (n = 200,000); in the data active = activation above about 22%;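 also: 0% = vehicle and 100% = reference agonist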
* hit, by the source's call; . = not tested or not shown. No enrichment for hits. Share with any hit: about 5.6%.

Values in the order – PPARg SRC-1 ag	STAT3 blocker	RAM network inh	S1P3 antag	STAT1 blocker	STAT3 act	PPARg SRC3 recr	SRC2 TRFRET art	PPARg SRC-2 ag	ROMK mod	TLR4 MyD88 comp
1. CSc1nc2n(n1)C(c1cc(Br)ccc1F)C(C(=O)N(C)C)=C(C)N2 (stereo unspecified)
→ 3	5	0.7	-6	1	100	-12	1482	-2	.	9
2. CCOc1cnc(-c2c(-c3c(Cl)cccc3Cl)noc2C)o1
→ 13	6	1.4	3	7	102	10	1551	0	-0.51	8
3. O=C(NCCc1ccccc1)c1ccnc(/C=N/O)c1
→ -1	-5	0.7	-2	-12	108	4	1548	0	.	-6
4. O=C(CSc1nc2ccccc2n1Cc1ccc(Cl)cc1)N/N=C/c1ccccc1C(=O)O
→ 6	-2	1.5	-16	-4	108	6	1644	11	0.83	-6
5. CN1CCN(C2OC(=O)c3ccccc32)CC1 (stereo unspecified)
→ 3	4	0.9	.	-10	100	9	1746	12	2.5	1
6. O=C(CSC1=Nc2ccccc2C2=NC(CC(=O)NC3CCCCC3)C(=O)N12)NCc1ccco1 (stereo unspecified)
→ -6	-2	2.2	-2	1	103	12	1504	-1	.	-6
7. CCCS(=O)(=O)c1nc(S(=O)(=O)c2ccc(C)cc2)c(NCc2ccc3c(c2)OCO3)s1
→ 2	0	1.7	5	-2	102	-2	1712	1	.	4
8. Cc1cc(C)n(Cc2cccc(F)c2)c(=O)c1C#N
→ 6	1	-0.1	.	-8	101	2	1456	-4	-0.048	-14
9. CCCCOC(=O)Cn1c(=O)n(CC(=O)OCCCC)c2cc(C)ccc21
→ 0	2	3.7	.	6	104	-2	1385	1	-0.96	-8
10. COc1cc(C(=O)OCCN2CCOCC2)cc(OC)c1OC
→ 6	2	1.0	.	10	101	7	1434	1	0.15	-9
11. COc1ccc(N2C(=O)CCC(C(=O)Nc3ccccn3)C2c2ccc(OC)c(OC)c2)cc1 (stereo unspecified)
→ 2	-3	0.1	.	2	105	0	1590	4	-0.014	-8
12. COc1ccc(-c2nc3c(=O)n(C)c(=O)[nH]c3n2CCc2ccccc2)cc1
→ 4	-2	1.2	-35	-1	102	20	1626	7	.	17
13. Cn1c(CCNC(=O)c2cccs2)nnc1SCC(=O)N1CCN(c2ccccc2)CC1
→ 0	-32	0.9	-43	-18	128	9	1507	5	.	3
14. O=c1c(N2CCOCC2)coc2ccccc12
→ 8	15	-0.9	7	-3	91	-2	1463	3	.	-10
15. CCOC(=O)Cc1nnc(NC(=O)C2CCCCC2)s1
→ 2	5	0.9	-10	0	98	1	1400	-4	0.2	-6
16. O=[N+]([O-])c1ccc2c(c1)nc1n2CCN(C2CCCCC2)C1
→ 4	2	1.0	9	-47	104	1	1585	5	-5.9*	2
17. CCc1cccc2c(=O)c(C(=O)N3CCOCC3)c[nH]c12
→ 6	-2	1.8	-14	-3	104	-16	1434	7	2	8
18. CCOCCCNS(=O)(=O)c1ccc(Br)cc1
→ -7	2	-0.1	28	3	102	-8	1387	4	.	18
19. CCCn1c(=S)[nH]c2cc(OC)c(OC)cc2c1=O
→ 6	10	1.9	.	0	96	14	1754	8	-0.73	11
20. Cc1cc(NC(=O)C2CCCCC2)ccc1NC(=O)c1ccccc1Cl
→ -2	17	2.4	-8	3	88	-2	1419	-4	1.3	-1
21. Cc1ccc(-c2nnn(CC(=O)N(CC3CCCO3)C(C(=O)NC3CCCC3)c3ccc(F)cc3)n2)o1 (stereo unspecified)
→ 0	-2	4.7	.	0	103	-4	1254	-7	.	-2
22. CCCC1(CCC)NC(=O)NC1=O
→ -3	4	1.7	-5	6	101	-4	1354	3	.	2
23. O=C(OCc1nc2ccccc2[nH]1)C12CC3CC(CC(C3)C1)C2
→ 5	20	-0.3	.	1	89	7	1571	2	-0.039	0
24. COC(=O)C1=C(NC(=O)COc2ccc(Cl)cc2Cl)CCS1
→ 12	18	3.4	3	-6	84	2	1610	13	0.09	-12
25. CC(C)(C)NC(=S)NNC(=O)c1cccc(Br)c1
→ 5	5	0.6	-6	-21	99	2	1798	12	-0.94	10
26. Cc1ccccc1-n1c(Cc2cccs2)n[nH]c1=S
→ -3	13	-0.7	.	-2	94	2	1421	-1	0.071	-2
27. CC(Cc1ccccc1)N/C=C1/CC(=O)NC1=O (stereo unspecified)
→ 10	12	0.0	-56	2	93	14	1643	10	.	-8
28. CCCc1ccc(Oc2cc(N3CCOCC3)nc(-c3ccccc3)n2)cc1
→ -3	12	.	.	4	99	-9	1588	-3	.	-15
29. CCCCOc1ccc(C(=O)Oc2ccc(C)nc2)cc1
→ 8	7	0.0	.	9	97	9	1463	2	.	-1
30. Cc1c(Cl)cccc1NC(=S)NCc1ccccc1Cl
→ 2	6	0.4	-12	10	98	1	1534	4	-1.3	-7
31. COC(=O)c1ccc(-c2ccc(/C=N/NC(=O)CC3(C)OCCCO3)o2)cc1
→ 0	2	-0.2	-7	-9	101	-2	1525	0	-0.21	7
32. CS(=O)(=O)N(CC(=O)N1CCC(C(N)=O)CC1)c1ccc(Oc2ccccc2)cc1
→ 6	12	-0.1	-4	-8	93	-6	1546	0	-0.22	-4
33. Cc1cc(C)n2nc(C(=O)Nc3c(C)nn(Cc4ccc(F)cc4)c3C)cc2n1
→ 7	5	-0.4	-6	0	100	6	1633	9	0.38	-10
34. Cc1sc2ncn(C(C)C(=O)OC3CCCCC3)c(=O)c2c1C (stereo unspecified)
→ 4	-3	0.1	.	-3	103	0	1572	10	-1.5	-14
35. COc1ccc(-n2nc([N+](=O)[O-])c(=NCc3ccco3)n2O)cc1
→ 4	3	1.1	3	-48	100	2	1623	5	-0.29	-19
36. O=C(NCc1ccco1)C1CCCCC1
→ -7	7	1.0	-7	-1	98	2	1364	-3	0.058	-3
37. O=C(Nc1ccccc1C(F)(F)F)c1ccc(CN2CCC(Cc3ccccc3)CC2)cc1
→ 6	-2	-0.3	.	6	102	3	1640	-2	.	-5
38. O=C(CCNc1ccccc1)c1cccc([N+](=O)[O-])c1
→ 5	11	-0.1	.	6	92	2	1602	2	.	6
39. O=C(CSc1nc2ccccc2[nH]1)Nc1nc(-c2cccc(Br)c2)cs1
→ 4	7	1.9	-2	-3	96	0	1569	10	.	20
40. Cc1ccc(C(=O)CCC2CCCC2=O)cc1 (stereo unspecified)
→ 7	-1	1.6	-23	-16	107	-3	1598	16	-0.24	-7
41. COc1ccc(C(=O)Nc2cccc(S(C)(=O)=O)c2)cc1
→ 8	-1	1.0	5	4	101	2	1519	11	.	7
42. Cc1ccccc1OCc1nc(-c2cccnc2)no1
→ 9	12	0.8	7	-31	91	2	1737	11	0.5	-13
43. O=[N+]([O-])c1cccc(/C=N/Nc2nc(C(Cl)(Cl)Cl)nc3ccccc23)c1
→ 2	-4	6.2	-16	-2	107	3	1569	1	0.031	-4
44. O=C1NC(c2cccs2)Nc2ccccc21 (stereo unspecified)
→ 3	8	3.5	.	-6	93	-5	1686	4	-0.021	2
45. COc1cc(CN2CCNC(=O)C2CC(=O)N(C)Cc2ncc[nH]2)cc(OC)c1 (stereo unspecified)
→ 0	5	0.4	-2	-6	97	-2	1510	1	.	8
46. COc1cccc(NC(=O)C2CCN(c3ncccn3)CC2)c1
→ 4	6	3.2	-7	-6	98	17	1638	18	.	-2
47. Cc1cc(C)cc(OCCNS(=O)(=O)c2cccs2)c1
→ 3	10	0.8	-4	1	101	3	1730	6	0.75	-23
48. CCOC(=O)c1ccc(Oc2nc(NC(C)(C)C)nc(N(C)C)n2)cc1
→ -2	15	-0.7	.	4	87	-4	1496	-4	1.7	4
49. CCOC(=O)c1ccc(NS(=O)C23CC4CC(CC(C4)C2)C3)cc1 (stereo unspecified)
→ -8	-6	0.5	10	-7	108	-7	1399	-7	.	-7
50. COc1ccc(N2CCc3c(C)nc(SC)nc32)cc1
→ 6	13	0.1	-7	-7	94	-1	1722	4	-0.53	-7
51. CCCCCCCC(=O)NC(Nc1ccccc1OC)C(Cl)(Cl)Cl (stereo unspecified)
→ 4	-4	6.3	.	5	110	10	1533	3	0.059	-9
52. Cn1c(=O)c2c(ncn2CCc2ccccc2)n(C)c1=O
→ 8	24	0.4	-8	-3	86	5	1500	-2	-0.022	14
53. Cc1ccc(/C(O)=C2/C(=O)C(=O)N(CCN3CCOCC3)C2c2cccnc2)cc1 (stereo unspecified)
→ 7	27	1.3	1	12	82	-4	1533	0	.	-6
54. O=C(CCNC(=O)OCc1ccccc1)NC1CCCCCC1
→ 0	4	1.4	11	-5	100	-1	1536	3	-0.19	-3
55. Cc1ccc(C(=O)CCCn2nnc(-c3cccnc3)n2)cc1C
→ -9	1	0.9	.	0	103	-10	1451	1	.	10
56. COc1ccc(/C=N/NC(=O)c2nc(-c3ccccc3)cc(-c3ccccc3)n2)cc1O
→ 5	15	3.7	-7	-35	86	3	1573	8	0.062	-4
57. C[C@@H](C(=O)NCCc1c[nH]c2ccccc12)[C@H]1C[C@]1(C)[C@H](NC(=O)OCc1ccccc1)c1ccccc1
→ 10	-20	3.9	4	5	114	3	1551	10	-0.55	0
58. CN(C(=O)OCc1ccccc1)C(CC(N)=O)C(=O)O (stereo unspecified)
→ 8	6	1.4	-45	-4	97	4	1647	9	0.75	3
59. N#C[C@@H]1[C@@H]2C(=O)N(c3ccc4c(c3)OCCO4)C(=O)[C@@H]2C2c3ccccc3C=CN21 (stereo partly specified)
→ -3	5	2.6	-8	-1	98	-3	1471	-2	0.35	4
60. Cc1c(C(=O)N2CCC(C)CC2)sc2ncnc(N3CCN(c4ccccc4)CC3)c12
→ -1	1	0.0	.	2	103	-2	1444	8	0.092	2

Additional entries follow:
Values in the order – PPARg SRC-1 ag	STAT3 blocker	RAM network inh	S1P3 antag	STAT1 blocker	STAT3 act	PPARg SRC3 recr	SRC2 TRFRET art	PPARg SRC-2 ag	ROMK mod	TLR4 MyD88 comp
61. O=C(CSC1=NC(=O)C(Cc2ccccc2)C(=O)N1)NC1CCCCC1 (stereo unspecified)
→ -6	1	6.0	-42	0	103	4	1642	2	.	23
62. COc1ccc(-c2nnc(SCC(=O)NNC(=O)Cc3ccccc3)n2C)cc1OC
→ 8	17	0.7	-5	-11	88	-2	1545	-2	-0.83	1
63. CCCCN=c1scc(-c2ccc3c(c2)NC(=O)CO3)n1N=C1CCCC1
→ 7	24	0.1	.	13	83	-4	1614	7	-0.18	4
64. COCCCNC(=S)NNC(=O)C(O)(c1ccccc1)c1ccccc1
→ -2	14	1.4	-4	-4	96	-1	1473	-1	0.27	2
65. O=C(CSc1ccccc1)Nc1ccc(NC(=O)c2ccco2)cc1
→ 2	3	3.8	.	-10	103	0	1611	-6	.	-1
66. CCOC(=O)C(C)Sc1nnc(Cc2cc(=O)[nH]c(=O)[nH]2)n1-c1ccc(OCC)cc1 (stereo unspecified)
→ 0	0	0.5	-17	-10	104	-3	1600	-10	.	-1
